Compound activity from PubChem.
DENV2 CPE rescue: inhibitors of DENV2 cytopathic effect | DENV2-infected cells, cytopathic effect rescue, plate reader | CPE inhibition, % at 9.99 µM | 350,000 compounds, 1.7% hits | AID 651640; in the data active = CPE inhibition above about 20%, passing the limit was not always enough; inconclusive = no clear call, values can overlap the other calls; tested in BHK-21 cells;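 note: 0% = median of neutral control wells and 100% = median of positive control wells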
Xi reactivation: X-chromosome reactivation activator; activation, % at 7.58 µM; AID 743238; XiGFP mouse fibroblasts, % GFP-positive cells imaging, 3 d; cells co-treated with 5-aza-dC sensitizer; scaled so ellipticine positive control = 100%; 360,000 compounds, 0.055% hits;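 active = mean normalized replicate activation at least 10% and every replicate at or above 10%; inconclusive = only one of the two criteria met; inactive = mean below 10% and not all replicates reach 10%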;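 note: 0% = median of on-plate neutral control wells and 100% = ellipticine 6 µM median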
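Schedule: 3 d treatment, 15 min room-temperature fixation; system: 68-5-11 XiGFP fibroblast line; buffer or medium: DMEM plus 5-aza-dC sensitizer; control set: ellipticine 6 µM positive control; compound: one concentration, pinned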
ARNT-TACC3 inh: disrupts binding between human ARNT and TACC3. AlphaScreen His-ARNT PAS-B/GST-TACC3 binding, luminescence; TACC3 fragment carries E629A point mutation. inhibition, % at 9.99 µM. 390,000 compounds, 0.66% hits;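 active = mean inhibition of replicates at least 50% and at least half of replicates each reaching 50%; inconclusive = half or more replicates reach 50% but mean below 50%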;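 note: 0% = complete ARNT plus TACC3 wells and 100% = ARNT alone without TACC3; many hits fall short of the cut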
GSIS activator: GLuc luminescence reporter in INS-1E cells, primary screen for activators of glucose-dependent secretion of insulin. INS-1E GLuc reporter insulin secretion, 2-3 h. 370,000 compounds, 0.61% hits. activation, % at 16.6 µM;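 active = lowest replicate activation of at least 40%, so every replicate reaches that level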;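 note: 0% = median of neutral control wells and 100% = median of IBMX positive control wells; some compounds called inactive have numbers as strong as hits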
EWS-Fli block: blocks EWS/Fli oncoprotein-driven transcription. AID 651661. inhibition, % at 12.6 µM. 350,000 compounds, 0.67% hits. A673 NR0B1-luciferase reporter, viability-normalised;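 active = mean inhibition of at least 50% after viability correction, with every replicate also passing that limit; inconclusive = mean reaches 50% but only one of two replicates passes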;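 note: firefly luciferase signal divided by Alamar Blue viability fluorescence both relative to DMSO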
ERp5 inh: inhibitors of human ERp5 | ERp5 insulin aggregation, absorbance 650 nm, 90 min | inhibition, % at 9.99 µM | 350,000 compounds, 0.05% hits;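 active = mean replicate inhibition above about 25%, with every replicate also reaching it, limit read from the data, passing the limit was not always enough; inconclusive = only one of those two criteria met; inactive = neither criterion met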
Target sequence (Q15084 whole entry, looked up): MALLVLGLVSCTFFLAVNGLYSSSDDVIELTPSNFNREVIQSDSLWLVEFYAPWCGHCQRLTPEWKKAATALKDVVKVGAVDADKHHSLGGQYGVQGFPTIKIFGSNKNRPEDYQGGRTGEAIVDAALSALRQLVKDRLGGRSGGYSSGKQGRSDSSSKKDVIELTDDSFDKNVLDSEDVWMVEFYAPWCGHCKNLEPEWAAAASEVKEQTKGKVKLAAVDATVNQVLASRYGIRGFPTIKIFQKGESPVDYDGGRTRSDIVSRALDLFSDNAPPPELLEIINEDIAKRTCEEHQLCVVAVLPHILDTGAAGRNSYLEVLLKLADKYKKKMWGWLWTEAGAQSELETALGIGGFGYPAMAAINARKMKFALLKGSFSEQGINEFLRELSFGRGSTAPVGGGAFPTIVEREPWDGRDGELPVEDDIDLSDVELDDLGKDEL
CFTR F508del cor: correctors of CFTR F508del function in bronchial epithelial cells; CFBE cells, YFP halide quenching; stimulated with forskolin plus potentiator P3; % fluorescence drop versus neutral controls; activity (quench increase), % at 7.58 µM; 350,000 compounds, 0.36% hits;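 active = mean added fluorescence quench of at least 8% versus neutral control, with both replicates also reaching 8%; inconclusive = only one of the mean or replicate conditions met; inactive = mean below 8% and not both replicates reaching 8%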;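 note: cells transiently co-express mutant CFTR-F508del with the halide-sensitive YFP; corrector assay measuring rescue of mutant channel to the surface after 24 h compound exposure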
PAX8 inh HTS: PAX8 transcriptional activity inhibition. inhibition, % at 12.6 µM. RMG-I TPO-luciferase reporter, SteadyGlo, 24 h. 360,000 compounds, 1.2% hits;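 active = mean replicate inhibition at least 60% with every replicate also reaching 60%; inconclusive = only one of the two criteria is met; inactive = mean below 60% and not all replicates reaching 60%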;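 note: luciferase light reporting Pax8 driven TPO promoter activity; plate controls were median of neutral control wells for no effect and mitoxantrone controls for full effect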
Active calls of the source: *; ? = inconclusive; . = no result given.

SMILES | DENV2 CPE rescue | Xi reactivation | ARNT-TACC3 inh | GSIS activator | EWS-Fli block | ERp5 inh | CFTR F508del cor | PAX8 inh HTS
CC(C)(C)[S@](=O)N1Cc2cc(C(=O)O)nc(-c3cccc(-c4cccc(F)c4)c3)c2[C@@H]1CCO | 3 | 0.1 | . | -3 | -5 | 7 | -4.3 | 10
O=c1c2sccc2n(Cc2cc(=O)n3ccccc3n2)c(=O)n1-c1ccccc1 | . | 0.1 | -2 | -1 | . | . | . | 4
C[C@@H]1CN([C@H](C)CO)C(=O)c2cc(-c3ccc(C#N)cc3)cnc2O[C@H]1CN(C)Cc1cncnc1 | ? | -1.3 | -4 | 6 | 1 | -1 | 0.3 | .
Cc1ccc(C)c(NC(=O)NNS(=O)(=O)c2ccc(C)c(C)c2)c1 | -2 | 0.0 | . | -5 | . | 3 | 0.6 | 1
N#Cc1nc(-c2ccccc2F)oc1NCc1cccc2c1OCO2 | . | . | 0 | 22 | -2 | 1 | 2.7 | .
Cc1ccc(S(=O)(=O)c2cc3ccccc3nc2N)cc1 | 2 | 0.8 | 2 | 10 | 7 | -1 | -0.4 | 6
CN(C)CC(=O)N[C@H]1CC[C@@H](CCNC(=O)C2CCCCC2)O[C@H]1CO | 1 | 1.1 | -3 | -1 | 1 | ? | -0.1 | 1
COc1ccc(C#Cc2ccc([C@@H]3[C@@H](CO)N4CCCCN(C(=O)Nc5ccccc5F)C[C@@H]34)cc2)cc1 | -36 | -0.1 | 1 | 3 | 11 | -3 | 0.4 | -19
O=S(=O)(Nc1cccc(S(=O)(=O)N2CCOCC2)c1)c1ccc2c(c1)OCCO2 | 5 | 0.1 | -4 | -4 | 4 | -9 | 3.9 | -1
O=C(c1ccccn1)N1C[C@H]2[C@@H](c3ccccc31)[C@H](CO)N2C(=O)Nc1ccccc1F | 5 | 0.1 | -6 | -1 | -4 | 7 | 0.2 | 4
CCc1ccc(NC(=O)[C@H](C)NC(=O)C2CCN(C(=O)[C@@H](NC(=O)OC(C)(C)C)C(C)C)CC2)cc1 | -3 | 0.0 | -4 | -20 | -44 | 0 | 1.2 | 10
CC(C)NC(=O)Nc1cccc2c1O[C@@H](CN(C)Cc1ccc3c(c1)OCO3)[C@H](C)CN([C@H](C)CO)C2=O | . | 0.1 | . | -5 | . | . | 1.3 | 15
CCOC(=O)CCCCCC(=O)Nc1ccc2c(c1)CC(=O)N([C@@H](C)CO)C[C@@H](C)[C@@H](CN(C)C(=O)Nc1ccc(C(F)(F)F)cc1)O2 | 18 | 0.0 | 1 | -22 | 6 | 2 | -0.1 | 11
NC1CCN(c2c(F)cc3c(=O)c(C(=O)O)cn(C4CC4)c3c2Cl)C1 (stereo not drawn) | 2 | 0.0 | -3 | 7 | 13 | 1 | 4.1 | 9
CC(NC(=O)CN1C(=O)NC2(CCCCC2C)C1=O)c1ccccc1 (stereo not drawn) | 1 | 0.3 | 3 | 27 | 1 | -18 | -2.4 | -3
Cc1ccc(NC(=O)c2ccccc2OCc2ccc([N+](=O)[O-])cc2)nc1 | 10 | 0.1 | 1 | 2 | -20 | 1 | -1.2 | -23
CCCNC(=O)Nc1ccc2c(c1)OC[C@@H](C)N(C(C)=O)C[C@@H](C)[C@@H](OC)CN(C)C2=O | 3 | 0.1 | 5 | -18 | -5 | 3 | 0.1 | -5
Cc1ccccc1-n1ncc(C(C)NC(=O)c2ccco2)c1C (stereo not drawn) | -3 | 0.0 | -10 | 7 | -38 | 2 | -0.6 | -60
Cc1nn(CC(=O)c2cccc(Cl)c2)c(C)c1[N+](=O)[O-] | 3 | -0.1 | -2 | 15 | -33 | -7 | -2.6 | -13
C[C@@H]1CCCCO[C@@H](CN(C)S(C)(=O)=O)[C@H](C)CN([C@@H](C)CO)C(=O)c2cc(NC(=O)CCC(F)(F)F)ccc2O1 | -7 | 0.1 | -3 | 18 | -3 | 2 | -1.0 | -6
COc1ccc(C(=O)N2CCN(c3ncccn3)CC2)cc1S(=O)(=O)N1CCOCC1 | -7 | 0.2 | 9 | . | -7 | 4 | 4.4 | -2
CCC(CC)C(=O)Nc1ccc(Nc2ccccc2)cc1 | 4 | -0.1 | -21 | . | 8 | -1 | . | -29
C[C@@H]1CN([C@H](C)CO)C(=O)c2cc(NS(=O)(=O)c3cccs3)ccc2O[C@@H](C)CCCCO[C@H]1CN(C)Cc1ccc(C(=O)O)cc1 | 2 | 0.0 | . | 39 | 22 | -6 | 3.0 | -36
Cc1nnc(NC(=O)c2ccc3ccccc3n2)s1 | -5 | 0.1 | 34 | -4 | -24 | -9 | -1.7 | -65
C[C@H](CO)N1C[C@H](C)[C@H](CN(C)C(=O)C2CC2)Oc2ncc(C#Cc3cccc(F)c3)cc2C1=O | 4 | -0.7 | -4 | 6 | -3 | 2 | 1.7 | .
CCCCCCn1c(SCC(=O)c2ccccc2)nc2c1c(=O)[nH]c(=O)n2C | 3 | 0.0 | 12 | -1 | -1 | 6 | -2.1 | -4
C[C@@H](O)C#Cc1ccc([C@H]2[C@@H](CO)N3CCCCN(C(=O)c4ccc5c(c4)OCO5)C[C@H]23)cc1 | -6 | 0.0 | 2 | 14 | -4 | 1 | -2.2 | -7
C[C@@H]1CN([C@H](C)CO)C(=O)c2ccccc2-c2ccccc2CO[C@@H]1CN(C)C(=O)Cc1ccccc1 | -1 | -0.1 | . | -3 | 1 | -3 | -1.6 | -41
COc1ccccc1C(=O)Nc1ccc2c(c1)OC[C@H](C)NC[C@@H](C)[C@H](OC)CN(C)C2=O | -9 | -0.4 | -2 | 6 | 3 | -2 | -3.0 | 14
N#Cc1cccc(NC(=O)CN2CCCCCC2)c1 | 1 | 0.2 | -2 | -4 | 11 | -1 | 0.6 | 5
COc1ccc2c3c([nH]c2c1)[C@@H](CO)N(C(=O)C1CCCC1)CC31CCN(C(=O)c2ccncc2)CC1 | -1 | 0.5 | . | 1 | -20 | -10 | 3.3 | 5
O=C(NC1CCCC1)C1C(c2ccccc2)=Nc2ccccc2N1C(=O)c1ccc(C(F)(F)F)cc1 (stereo not drawn) | 6 | 0.4 | . | 23 | 10 | 8 | 1.7 | 16
COc1cc2ccccc2cc1C(=O)Nc1ccc(C)cn1 | 0 | 0.0 | -5 | 24 | -42 | 13 | 5.2 | -71
COc1ccc(NC(=O)CNC(c2ccccc2)c2ccccc2)cc1 | -1 | 0.2 | -4 | -36 | 16 | 3 | 0.1 | 15
Nc1ncnc2sc3c(c12)CCNC3 | -6 | 0.0 | -4 | 6 | -14 | 7 | -0.6 | 13
O=C(C[C@@H]1C=C[C@H](NC(=O)Nc2ccc3c(c2)OCO3)[C@H](CO)O1)NCc1ccccc1 | -5 | 0.2 | -23 | -2 | -1 | 3 | 4.6 | 10
O=C(O)Cc1c(C(=O)O)[nH]c2ccc(C(=O)O)cc12 | 7 | 0.0 | -2 | 29 | 4 | 1 | 0.1 | -2
O=C(NCc1cccnc1)c1cc(Cl)ccc1[N+](=O)[O-] | . | 0.0 | -1 | -13 | . | . | . | -8
O=C(NCCc1ccccc1)c1cccc(NC(=O)C2CCC2)c1 | 4 | 0.0 | 1 | -8 | -88 | -4 | -5.1 | -105
CN(C)S(=O)(=O)c1ccc(NC(=O)CN2CCN(c3ccccn3)CC2)cc1 | -5 | -0.1 | -9 | -3 | 8 | 9 | -1.1 | -15
COc1ccc(CNC(=O)C2CCN(C(=O)c3ccc(-c4ccccc4)cc3)CC2)cc1 | 3 | 0.0 | -4 | 2 | -3 | 5 | -0.6 | 17
O=C(NCC[C@H]1CC[C@@H](NC(=O)C2CC2)[C@@H](CO)O1)c1cc(Cl)cc(Cl)c1 | -3 | -0.3 | -4 | 6 | 3 | 5 | -0.4 | .
COC(=O)c1cc(C)nc(Nc2nc(C(N)Cc3ccc(F)cc3)cs2)n1 (stereo not drawn) | ? | 0.1 | . | . | 13 | 2 | 0.5 | 9
Cc1cc(C)nc(-n2nc(C)cc2NC(=O)C(C)C)n1 | 1 | -0.1 | 2 | 6 | -5 | 0 | -0.3 | -17
O=C(Nc1ccc(Nc2ccccc2)cc1)c1cccc(F)c1 | -14 | 0.3 | 5 | 8 | -111 | 1 | -3.9 | -92
O=C(CCc1ccccc1)N1CCN(S(=O)(=O)c2cccs2)CC1 | 6 | 0.1 | 3 | 7 | -1 | 6 | 0.4 | 0
CCOC(=O)c1sc2nc3c(cc2c1N)C(=O)CC(C)(C)C3 | . | 0.0 | -9 | -13 | -25 | 6 | -0.3 | -85
C[C@@H]1CN([C@H](C)CO)C(=O)c2cc(-c3cccnc3)cnc2O[C@H]1CN(C)C(=O)C1CC1 | -11 | -0.1 | -2 | 18 | -7 | 0 | 2.2 | .
O=C(N[C@@H]1CC[C@H](CCn2cc(C3CC3)nn2)O[C@H]1CO)c1cccnc1 | 2 | -0.1 | -10 | 3 | -1 | -7 | 1.7 | -1
C[C@@H]1CN([C@H](C)CO)C(=O)c2cc(NS(=O)(=O)c3cn(C)cn3)ccc2O[C@@H]1CN(C)Cc1ccc(-c2ccccc2)cc1 | -9 | -0.6 | 1 | -7 | 6 | -1 | 3.2 | -2
COc1ccc(S(=O)(=O)N2CCCCC2c2cc(C(=O)NCc3cccnc3)no2)cc1 (stereo not drawn) | 10 | 0.0 | . | 18 | -4 | 1 | -2.9 | 15
O=C(COC(=O)c1ccccc1Br)NCc1cccs1 | 6 | 0.0 | -24 | 4 | -5 | -5 | -2.2 | 5
CN(C)c1ccc(C(=O)/C=C/c2ccc(Br)cc2)cc1 | 4 | 0.0 | . | -3 | -15 | -8 | . | -21
COc1cc(CCc2ccccc2)c(C(=O)O)c(O)c1C/C=C(/C)CCC=C(C)C | ? | 0.0 | -3 | 52 | 9 | 2 | 1.3 | -11
Cc1ccc(S(=O)(=O)N(C)C[C@@H]2OCCCC[C@@H](C)Oc3ccc(NC(=O)c4ccccc4)cc3C(=O)N([C@H](C)CO)C[C@@H]2C)cc1 | 2 | 0.1 | 19 | -37 | 14 | -6 | 1.3 | 26
NC(=O)c1ccsc1NC(=O)COC(=O)CCc1ccccc1 | -10 | 0.0 | . | . | -3 | -1 | . | -2
CCCNC(=O)N(C)C[C@H]1Oc2cc(-c3ccncc3)ccc2S(=O)(=O)N([C@H](C)CO)C[C@@H]1C | 13 | 0.1 | -2 | 0 | -5 | 1 | 1.6 | -15
CCCCn1nc(C(=O)NCC(c2cccs2)N2CCOCC2)c2ccccc2c1=O (stereo not drawn) | 12 | 0.1 | 1 | -59 | -2 | -6 | -0.1 | 22
CCc1ccc(C2NC(c3ccc(CC)cc3)C([N+](=O)[O-])C(C)(C)C2[N+](=O)[O-])cc1 (stereo not drawn) | -2 | -0.1 | -7 | -3 | 6 | 5 | 4.2 | 17
CC(C)CN1C(=O)c2ccc(C(=O)Nc3ccc(O)cc3C(=O)O)cc2C1=O | 14 | -0.1 | 2 | -1 | 6 | 2 | 0.0 | 21
CCOc1ccc(C(C)=O)cc1CN1C(=O)c2ccccc2S1(=O)=O | 6 | 0.1 | -4 | 11 | -6 | 9 | -0.4 | 4
O=C(c1ccc(Br)o1)N(c1ccccn1)C1CCCCC1 | . | 0.5 | 1 | 19 | . | . | . | -2
CC(=O)N(C)C[C@H]1Oc2ncc(C#Cc3ccc(F)cc3)cc2C(=O)N([C@@H](C)CO)C[C@H]1C | -4 | -0.1 | -7 | 6 | -18 | 4 | 1.3 | -6
